# Assay outcomes as filed in PubChem BioAssay.
# PLC-gamma1 inh: PLC-gamma1 (human) inhibition, primary screen | P19174 | purified PLC-gamma1, fluorogenic substrate, fluorescence | inhibition, % at 12.2 µM | 370,000 compounds, 0.84% hits | AID 720700; in the data active = inhibition above about 9.5%
# ARFGAP1 inh: rat ARFGAP1 inhibition. Q62848. Arfgap1-stimulated ARF1 GTP hydrolysis, GDP FP detection. inhibition, % at 16.5 µM. 360,000 compounds, 0.26% hits;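 active = inhibition above a per-plate limit, mean inhibition of low control wells plus 3 SD, cut at about 25% in these data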;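 also: 0% = DMSO wells with enzyme and 100% = wells lacking Arfgap1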
# Target sequence (Q62848 1-136 limits assumed): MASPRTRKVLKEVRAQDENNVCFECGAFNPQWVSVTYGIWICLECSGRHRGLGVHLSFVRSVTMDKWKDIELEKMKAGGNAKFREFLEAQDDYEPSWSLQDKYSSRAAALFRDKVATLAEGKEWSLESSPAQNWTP
#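 Assay system: Rat Arfgap1 GAP domain (His6, aa 1-136), purified enzyme | Buffer or medium: HEPES 25 mM pH 7.5, NaCl 150 mM, MgCl2, DTT | Schedule: GTP hydrolysis reaction 2 h at 25 °C | Signal: FP of antibody-bound GDP Alexa 633 tracer, ex 620/em 688 nm | Measure: Percent inhibition of Arfgap1-stimulated GTP hydrolysis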
# ASAP1 GAP inh: ASAP1 ArfGAP inhibition; Q9ULH1; ASAP1-stimulated ARF1 GTP hydrolysis, GDP FP detection; inhibition, % at 16.5 µM; 360,000 compounds, 0.19% hits; in the data active = inhibition above about 25%;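 also: 0% = vehicle with enzyme and substrate and 100% = no enzyme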
# Target sequence (Q9ULH1 325-724 limits assumed): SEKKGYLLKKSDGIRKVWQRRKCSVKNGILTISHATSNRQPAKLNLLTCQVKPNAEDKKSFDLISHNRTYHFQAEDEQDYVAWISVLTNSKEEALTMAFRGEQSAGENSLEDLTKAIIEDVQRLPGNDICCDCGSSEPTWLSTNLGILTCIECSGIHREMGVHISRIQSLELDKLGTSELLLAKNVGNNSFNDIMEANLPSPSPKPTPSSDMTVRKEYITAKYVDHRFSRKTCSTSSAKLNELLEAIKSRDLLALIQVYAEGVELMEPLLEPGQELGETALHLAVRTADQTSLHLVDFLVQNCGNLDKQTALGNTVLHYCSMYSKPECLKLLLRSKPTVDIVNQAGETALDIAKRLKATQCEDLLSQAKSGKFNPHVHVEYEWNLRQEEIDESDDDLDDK
# PLC-beta3 inh: inhibitors of human phospholipase C beta3 | Purified PLC-beta3, fluorogenic substrate, fluorescence | Q01970 | 370,000 compounds, 0.18% hits | inhibition, % at 12.2 µM; in the data active = inhibition above about 11%;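 also: 0% = median of compound wells on plate and 100% = full blocker control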
# ADAM10 inh: inhibitors of human ADAM10; 370,000 compounds, 0.62% hits; recombinant ADAM10, EDANS/DABCYL FRET peptide cleavage, 3 h; AID 720582; inhibition, % at 7 µM; O14672;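 active = inhibition above a per-campaign cutoff equal to the mean of compounds falling between control-based bounds plus 3 SD, cut at about 20% in these data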;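 also: 0% = DMSO wells while the 100% control is not disclosed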
# Tn7 DDE FP: disrupts Tn7 cyclic peptide binding to fibrin D-Dimer-E complex. P02675. FP displacement of FITC-Tn7 peptide from fibrin DD(E); 0% = median of compound wells per plate. inhibition, % at 8.3 µM. 370,000 compounds, 0.13% hits;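 active = inhibition above the mean of compounds falling within the control limits plus 3 SD of them, cut at about 14% in these data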;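 also: 0% = plate median of compound wells and 100% = 10 µM Aha-Tn7 peptide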
# Target sequence (P02675 whole entry, looked up): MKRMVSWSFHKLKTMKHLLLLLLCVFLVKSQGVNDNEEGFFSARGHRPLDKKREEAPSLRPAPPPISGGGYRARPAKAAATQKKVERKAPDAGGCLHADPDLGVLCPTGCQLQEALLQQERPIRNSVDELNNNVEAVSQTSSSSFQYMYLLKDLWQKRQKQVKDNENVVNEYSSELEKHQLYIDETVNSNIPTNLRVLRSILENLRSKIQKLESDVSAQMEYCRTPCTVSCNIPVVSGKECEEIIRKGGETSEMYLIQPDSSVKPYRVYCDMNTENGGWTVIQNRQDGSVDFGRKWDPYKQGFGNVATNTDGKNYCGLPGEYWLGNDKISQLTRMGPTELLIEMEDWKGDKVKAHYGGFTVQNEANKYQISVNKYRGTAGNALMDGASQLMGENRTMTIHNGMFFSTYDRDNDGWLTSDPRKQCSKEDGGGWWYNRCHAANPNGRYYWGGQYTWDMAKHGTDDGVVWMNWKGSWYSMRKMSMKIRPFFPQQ
#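 Assay system: human fibrin DD(E) protein / Input: 2 µM fibrin DD(E) / Benchmarks: high control of 10 µM Aha-Tn7 peptide / Measured by: fluorescence polarization of the labelled Tn7 tracer / Medium: Tris buffer with calcium and detergent, pH 7.8 / Timing: 10 min compound pre-incubation, 3 h probe incubation at room temperature / Repeats: one replicate per compound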
# TDP2 absorb: TDP2 (human) inhibition, absorbance primary screen; recombinant TDP2, T5PNP hydrolysis, p-nitrophenol absorbance 415 nm; AID 720702; inhibition, % at 12.8 µM; 370,000 compounds, 0.34% hits; O95551;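 active = inhibition above the mean of all tested compounds plus 3 SD, set per campaign, cut at about 25% in these data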;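 also: 0% = DMSO with enzyme and 100% = buffer with substrate but no TDP2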
#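 Test system: Human TDP2 enzyme | Reagent: 5 mM T5PNP | Compound dosing: 12.8 µM single point, 1% DMSO | Incubation: Enzyme reaction with compound for 2 h at 37 °C | Technique: p-Nitrophenol epi absorbance | Read-out: % inhibition relative to enzyme-containing and enzyme-free wells | Benchmarks: High control without enzyme, low control DMSO plus TDP2 | Replicates: Singlicate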
# SIAE primary: blocks human sialic acid acetylesterase. Q9HAT2. 370,000 compounds, 0.69% hits. SIAE FP-Rh probe binding, fluorescence polarization. inhibition, % at 9.66 µM;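 active = inhibition above a cutoff: mean of compounds within the control limits plus 3 SD of those, cut at about 17% in these data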;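 also: 0% = plate median of compound wells and 100% = probe without SIAE protein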
# ADAM17 inh: inhibitors of human ADAM17. AID 720648. recombinant ADAM17, EDANS/DABCYL FRET peptide cleavage. 370,000 compounds, 0.83% hits. inhibition, % at 6.95 µM;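 active = inhibition above the mean of compounds lying between control limits plus 3 SD, set per campaign, cut at about 8.5% in these data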;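 also: 0% = DMSO-only wells as the low control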
# Tn6 DDE FP: inhibitors of Tn6 peptide binding to human fibrin DD(E); inhibition, % at 8.3 µM; 370,000 compounds, 0.21% hits; Fibrin DD(E) TRITC-Tn6 fluorescence polarization displacement;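 active = inhibition above a per-campaign cutoff: mean of compounds within control limits plus 3 SD, cut at about 15% in these data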;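 also: 0% = median of all compound wells on the plate and 100% = blocking peptide control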
# Active calls of the source: *; i = inactive; . = no result given. Hits appear at their usual frequency. Share with any hit: about 3.6%.
SMILES,PLC-gamma1 inh,ARFGAP1 inh,ASAP1 GAP inh,PLC-beta3 inh,ADAM10 inh,Tn7 DDE FP,TDP2 absorb,SIAE primary,ADAM17 inh,Tn6 DDE FP
CC(C)C(=O)N1CCN(c2nc(-c3ccccc3)c3c(c2C#N)CC(C)(C)OC3)CC1,-304,-3,-3,-369,-340,2,6,1,-101,6
CC(=O)/C(C#N)=C1\NC(=O)C(Cc2ccccc2Cl)S1 (stereo not drawn),-28,1,-6,-35,-3,1,4,-1,-2,-5
COc1ccc(C(=O)NCCC2=CCCCC2)cc1OC,0,10,-8,3,-2,-3,2,0,0,-3
COc1ccc(/C=C2\Sc3ccc(C(=O)N4CCN(Cc5ccccc5)CC4)cc3N(C)C2=O)cc1OC,-38,3,6,-63,15,-7,-4,11,5,-9
Cc1ccc([C@H]2N[C@]3(CCCN(Cc4ccc(Cl)cc4)C3=O)[C@H]3C(=O)N(Cc4ccccc4)C(=O)[C@@H]23)cc1,-1,0,-2,5,13,5,-12,6,8,5
Cn1cc(-c2nnc(-c3ccccc3)o2)c2ccccc21,-141,-11,19,-174,-366,-1,-3,-8,-87,-2
N#Cc1ccccc1Sc1ccccc1C(=O)Nc1ccccc1,1,1,3,-1,1,-4,2,3,-1,7
CCc1sc(C(=O)NCCc2ccc(S(N)(=O)=O)cc2)cc1C,-1,2,-12,-7,-5,-4,6,-1,-3,-3
CN1CCN(C2CCN(S(=O)(=O)c3ccc(C(C)(C)C)cc3)CC2)CC1,-1,8,6,-5,3,4,5,-12,-1,3
COC(=O)CC1C(=O)NCCN1C(=O)NC1CCCCC1 (stereo not drawn),0,11,8,1,-2,5,5,-4,-2,-3
CCC(CC)C(=O)OCC(=O)Nc1ccc(S(=O)(=O)N2CCOCC2)cc1OC,0,5,0,-1,-2,6,7,3,2,-5
Cc1ccc(-c2ccc(C(=O)NCc3ccccc3)o2)c2ccccc12,-124,8,8,-188,i,-4,4,-17,-165,-9
COC(=O)c1c(C)[nH]c(C(=O)/C=C/c2ccc(C)cc2)c1C,1,0,-5,-7,-8,10,4,-2,-3,2
CC(C(=O)Nc1cccnc1)N1C(=O)c2ccccc2C1=O (stereo not drawn),-2,2,5,1,-1,0,-4,-2,-6,2
O=C(NNc1ccc(-c2csnn2)cc1)c1ccccc1C(F)(F)F,-1,5,-1,-6,-8,6,1,3,-3,-2
COC(=O)C1=C(C)N(c2ccc(C)c(C)c2)/C(=C/c2ccc(O)cc2)C1=O,0,11,-2,0,3,-8,10,-1,0,-4
O=S1(=O)CC2c3ccccc3CN2CN1CCc1ccccc1 (stereo not drawn),-9,.,.,-9,0,4,-7,-3,-3,5
COc1ccc(C(=O)Nc2ccc3c(c2)nc(CN2CCN(C(C)=O)CC2)n3C)cc1,8,-15,-6,11*,4,0,-17,-11,2,4
CN(Cc1nc(Cc2ccccc2F)no1)[C@@H]1CS(=O)(=O)C[C@H]1O,0,3,5,-9,-1,8,7,1,-10,6
COc1cccc(OC)c1C(=O)N1CCN(c2ccccn2)CC1,-1,0,-1,1,-11,1,7,0,-6,-7
CCOC(=O)N1CCN(C(=O)CCn2nc(-c3ccc(Cl)cc3)ccc2=O)CC1,5,-3,-2,0,-11,1,-2,-5,-3,7
C/C(=N\NS(=O)(=O)c1ccc(C(C)(C)C)cc1)c1ccccc1,-1,1,12,-5,-1,-3,5,-4,0,-7
CC(=O)N1CCN(C(=O)c2ccc(NS(=O)(=O)c3ccc4[nH]c(=O)[nH]c4c3)cc2)CC1,1,-6,0,3,-8,-5,-9,1,1,-4
O=C(Oc1ccc2c(=O)c(Cl)coc2c1)c1ccncc1,-275,-3,-2,-341,-131,-7,4,10,-48,-2
CCCCN1C(=O)C(O)(CC(=O)c2ccco2)c2cc(Br)ccc21 (stereo not drawn),0,9,-1,-3,-2,-2,-2,-5,2,-3

# Next part.
SMILES,PLC-gamma1 inh,ARFGAP1 inh,ASAP1 GAP inh,PLC-beta3 inh,ADAM10 inh,Tn7 DDE FP,TDP2 absorb,SIAE primary,ADAM17 inh,Tn6 DDE FP
CCOC(=O)C(NC(=O)c1ccccc1)(OCC1(CC)COC1)C(F)(F)F (stereo not drawn),5,15,-4,3,0,-8,3,-3,-1,-6
COc1ccc(C2(CNC(=O)c3ccccc3[N+](=O)[O-])CCOCC2)cc1,-1,3,3,0,-10,-2,-13,4,-6,1
CCOC(=O)[C@@H]1[C@H]2COc3ccccc3[C@@H]2N2C(=O)N(c3ccc(F)cc3)C(=O)[C@@]12C,4,5,6,3,3,-9,3,10,2,3
COc1ccc(-c2ccc(C#N)c(SCC(=O)NC3CC3)n2)cc1OC,i,11,12,i,i,0,2,-2,-359,-5
O=C(Nc1ccc(F)cc1)Nc1ccccc1C(=O)NCCN1CCNC1=O,0,7,0,-9,-13,0,-4,-3,-7,3
CSc1nc(NCCCO)c2c3c(sc2n1)CN(C)CC3,-45,8,-2,-67,i,-1,10,11,-288,6
CCNC(=O)NC(=O)COC(=O)c1cccc(NS(=O)(=O)/C=C/c2ccccc2)c1,-2,-3,-1,1,1,4,6,-3,1,2
CN(CC(=O)Nc1c(Cl)cccc1Cl)C(=O)CCC(=O)c1ccccc1,-2,9,-10,-4,-11,2,-9,3,-1,-4
O=C(Nc1cccc(F)c1)c1ccc2c(c1)OCO2,3,2,5,1,4,-9,4,2,-1,1
Cc1c(N=Cc2nc3ccccc3n2C)c(=O)n(-c2ccccc2)n1C,0,-2,-9,1,3,-2,-11,4,0,3
Cc1nc2nc3c(cn2n1)C(=O)CC(C)(C)C3,-2,6,0,0,3,-4,11,1,-2,-4
c1ccc(-c2cc(-c3ccc(N4CCOCC4)cc3)nc3ccccc23)cc1,-118,-1,-13,-127,-95,-3,-13,7,-28,0
O=C1c2ccccc2C(O)(c2ncc[nH]2)N1CCc1ccccc1 (stereo not drawn),-2,8,3,1,1,-4,4,0,-4,-3
COc1ccc(NC(=O)C2Cc3ccccc3O/C2=N\O)cc1 (stereo not drawn),1,3,5,3,-14,4,-11,-11,-6,-4
CCOC(=O)c1ccc(NC(=O)NC2CC3CCC(C2)N3Cc2nnnn2Cc2ccco2)cc1 (stereo not drawn),0,-7,0,-1,11,2,-7,-9,5,1
CN1CCc2c(OCC(=O)N3CCCc4ccccc43)cccc2C1=O,2,-2,-9,-5,0,2,2,7,-2,5
Cc1ccc([N+](=O)[O-])cc1N(CC(=O)N1CCCCC1)S(C)(=O)=O,-1,-1,-3,3,-1,2,4,-8,-2,10
Cc1onc(-c2ccccc2Cl)c1C(=O)NCc1ccc(F)cc1,1,-1,-6,0,-2,1,11,-3,-2,1
CCOC(=O)C(NC(C)=O)C(=O)Nc1ccc(C(C)(C)C)cc1 (stereo not drawn),0,-2,1,0,0,-1,1,9,0,1
O=C(NNS(=O)(=O)c1ccccc1)c1ccncc1,-1,-9,-5,-1,-5,-5,-6,8,-1,3
COc1ccc(C(C)=O)cc1CN1C(=O)C(Cc2ccccc2)ON=C1c1ncccc1C (stereo not drawn),-1,-12,10,-10,-1,4,-5,-3,0,-2
O=[N+]([O-])c1cccc(-c2nc(-c3ccncc3)no2)c1,-4,-8,6,-2,-1,7,3,5,1,4
COc1ccc(C)cc1NC(=O)CCCN1C(=O)C2CC=CCC2C1=O (stereo not drawn),7,6,9,1,8,-8,-19,2,1,1
CC(C)C(c1nnnn1Cc1ccc(F)cc1)N1CCSCC1 (stereo not drawn),3,-4,-2,3,-2,-5,0,7,-3,1
CC1CN(C(=O)c2cccc(S(=O)(=O)Nc3cc(Cl)ccc3Cl)c2)CC(C)O1 (stereo not drawn),0,-5,-2,2,0,3,5,1,1,3
CCCCn1c(O)c(C=NCCCN(C)C)c(=O)[nH]c1=O,0,8,-9,3,0,3,1,3,2,-1
Cc1onc(-c2ccccc2Cl)c1C(=O)N1C=CC(C(F)(F)F)=NCC1,5,-6,7,4,9,-4,0,-2,1,2
CCCCCOc1ccc(/C=C/C(=O)NCCc2nc3ccccc3[nH]2)cc1OC,-17,9,7,-20,-477,-1,2,5,-156,-7

# An excerpt from above in order of the ADAM10 inh value, rising:
SMILES,PLC-gamma1 inh,ARFGAP1 inh,ASAP1 GAP inh,PLC-beta3 inh,ADAM10 inh,Tn7 DDE FP,TDP2 absorb,SIAE primary,ADAM17 inh,Tn6 DDE FP
COc1ccc(C(C)=O)cc1CN1C(=O)C(Cc2ccccc2)ON=C1c1ncccc1C (stereo not drawn),-1,-12,10,-10,-1,4,-5,-3,0,-2
CCOC(=O)C(NC(=O)c1ccccc1)(OCC1(CC)COC1)C(F)(F)F (stereo not drawn),5,15,-4,3,0,-8,3,-3,-1,-6
Cc1onc(-c2ccccc2Cl)c1C(=O)N1C=CC(C(F)(F)F)=NCC1,5,-6,7,4,9,-4,0,-2,1,2

# Looked up one by one from above, seven records:
SMILES,PLC-gamma1 inh,ARFGAP1 inh,ASAP1 GAP inh,PLC-beta3 inh,ADAM10 inh,Tn7 DDE FP,TDP2 absorb,SIAE primary,ADAM17 inh,Tn6 DDE FP
O=C(Oc1ccc2c(=O)c(Cl)coc2c1)c1ccncc1,-275,-3,-2,-341,-131,-7,4,10,-48,-2
O=C(Nc1ccc(F)cc1)Nc1ccccc1C(=O)NCCN1CCNC1=O,0,7,0,-9,-13,0,-4,-3,-7,3
COc1ccc(C(=O)NCCC2=CCCCC2)cc1OC,0,10,-8,3,-2,-3,2,0,0,-3
CN1CCN(C2CCN(S(=O)(=O)c3ccc(C(C)(C)C)cc3)CC2)CC1,-1,8,6,-5,3,4,5,-12,-1,3
Cc1onc(-c2ccccc2Cl)c1C(=O)N1C=CC(C(F)(F)F)=NCC1,5,-6,7,4,9,-4,0,-2,1,2
c1ccc(-c2cc(-c3ccc(N4CCOCC4)cc3)nc3ccccc23)cc1,-118,-1,-13,-127,-95,-3,-13,7,-28,0
COc1ccc(C(=O)Nc2ccc3c(c2)nc(CN2CCN(C(C)=O)CC2)n3C)cc1,8,-15,-6,11*,4,0,-17,-11,2,4
